# FadD28 binding: inhibitors of FadD28 bisubstrate probe binding, primary screen, biochemical, fluorescence polarization, single point; AID 588549, 2011; Mycobacterium tuberculosis FadD28 fatty-acid-AMP ligase; 360,000 tested, 0.22% active; inhibition, % at 12.5 µM; in the data active means inhibition above about 8.5%, passing the limit was not always enough; inconclusive means no clear call, values can overlap the other calls
# PfHsp40 yeast: rescue of yeast from PfHsp40 toxicity, primary screen, S. cerevisiae, ATP luminescence; S. cerevisiae expressing PfHsp40, growth rescue; growth rescue, % at 12.5 µM; 340,000 tested, 0.68% active; AID 504582, 2011; in the data active means growth rescue above about 28%, passing the limit was not always enough; inconclusive means no clear call, values can overlap the other calls;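 further: yeast W303a lacking pdr1 and pdr3 grown in galactose medium; growth measured after three days at 30 °C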
# Anthrax LF inh2: Bacillus anthracis LF protease inhibitors, primary screen, biochemical, multiplex microsphere, MLPCN library | Lethal factor (Bacillus anthracis), P15917 | multiplex microsphere protease cleavage assay | 360,000 tested, 0.12% active | inhibition, % at 10 µM; further: plate controls were buffer without enzyme for full effect and enzyme alone for no effect
# GDH-TPI counter: GDH-TPI coupling enzyme inhibitors, primary screen, artefact control for M. tuberculosis FBA inhibitor project, biochemical, absorbance, full deck; inhibition, % at 4.8 µM; 360,000 tested, 1.2% active; GDH-TPI coupled enzyme counterscreen, NADH absorbance; AID 588335, 2011; in the data active means inhibition above about 30%;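 further: 0% = DMSO wells and 100% = wells lacking the enzyme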
# Mtb UGM inh: M. tuberculosis UGM enzyme inhibitors, primary screen, biochemical, fluorescence polarization, single point; UDP-galactopyranose mutase (Mycobacterium tuberculosis (strain ATCC 25618 / H37Rv)), …; purified UGM, fluorescence polarization probe displacement; inhibition, % at 10 µM; 320,000 tested, 0.06% active; in the data active means inhibition above about 10%, passing the limit was not always enough; inconclusive means no clear call, values can overlap the other calls
# Target sequence (P9WIQ1 whole entry, looked up): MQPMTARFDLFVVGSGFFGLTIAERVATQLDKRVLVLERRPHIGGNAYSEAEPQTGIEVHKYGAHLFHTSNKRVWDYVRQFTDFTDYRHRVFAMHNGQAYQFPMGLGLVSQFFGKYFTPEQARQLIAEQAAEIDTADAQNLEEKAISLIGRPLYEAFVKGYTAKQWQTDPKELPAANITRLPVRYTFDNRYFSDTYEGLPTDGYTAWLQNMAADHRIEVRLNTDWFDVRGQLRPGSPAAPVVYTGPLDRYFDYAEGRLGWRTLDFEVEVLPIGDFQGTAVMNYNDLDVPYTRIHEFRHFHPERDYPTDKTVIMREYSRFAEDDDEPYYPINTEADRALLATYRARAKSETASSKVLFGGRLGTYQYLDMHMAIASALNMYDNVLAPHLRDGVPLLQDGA
# Mtb BioA inh: M. tuberculosis BioA enzyme inhibitors, primary screen, biochemical, plate reader, single point, HTS; inhibition, % at 9.99 µM; 7,8-diaminopelargonic acid synthase BioA (Mycobacterium tuberculosis); 360,000 tested, 0.096% active; purified M. tuberculosis BioA enzyme; in the data active means inhibition above about 40%; inconclusive means no clear call, values can overlap the other calls
# FBA Mtb inh: Mtb FBA enzyme inhibitors, primary screen, biochemical, fluorescence, strain H37Rv | AID 588726, 2011 | Fructose-bisphosphate aldolase (Mycobacterium tuberculosis (strain ATCC 25618 / H37Rv)), … | 360,000 tested, 2.3% active | purified M. tuberculosis FBA, fluorescence read-out | inhibition, % at 1 µM; in the data active means inhibition above about 27%;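 further: 0% = vehicle and 100% = reference inhibitor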
# Target sequence (P9WQA3 whole entry, looked up): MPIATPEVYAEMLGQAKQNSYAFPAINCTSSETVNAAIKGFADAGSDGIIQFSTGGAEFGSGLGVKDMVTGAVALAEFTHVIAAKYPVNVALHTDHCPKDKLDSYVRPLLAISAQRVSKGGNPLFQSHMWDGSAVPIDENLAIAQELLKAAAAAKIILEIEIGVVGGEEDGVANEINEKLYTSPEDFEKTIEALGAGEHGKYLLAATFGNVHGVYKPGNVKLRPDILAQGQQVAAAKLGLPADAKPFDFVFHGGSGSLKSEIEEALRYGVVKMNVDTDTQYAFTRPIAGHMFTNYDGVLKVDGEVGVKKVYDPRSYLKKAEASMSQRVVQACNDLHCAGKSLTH
# BoNT A protease: BoNT/A light chain protease inhibitors, primary screen, biochemical, flow cytometry, MLPCN library. Botulinum neurotoxin type A light chain protease (Clostridium botulinum A str. ATCC 3502). multiplex microsphere protease substrate cleavage. inhibition, % at 10 µM. 360,000 tested, 0.17% active; further: plate controls were buffer without enzyme for full effect and enzyme alone for no effect
# BoNT-F LC inh: BoNT/F light chain protease inhibitors, primary screen, biochemical, flow cytometry, MLPCN library | Multiplex microsphere protease cleavage assay | inhibition, % at 10 µM | 360,000 tested, 0.22% active | AID 588497, 2011; in the data active means inhibition above about 35%, passing the limit was not always enough; inconclusive means no clear call, values can overlap the other calls; further: plate controls were buffer without enzyme for full effect and enzyme alone for no effect
# An asterisk follows results filed as active; ? = inconclusive; . = no result given. Unless noted, no stated cut-off is given here; in the data, active means inhibition above about 30%; inconclusive means no clear call, values can overlap the other calls; inactive means below that. No enrichment for hits, and some 4.7% of all compounds hit somewhere here.
# Every second line gives: Mtb UGM inh	PfHsp40 yeast	GDH-TPI counter	BoNT-F LC inh	FBA Mtb inh	FadD28 binding	Mtb BioA inh	BoNT A protease	Anthrax LF inh2
O=c1cc(NCCc2ccccc2)c2ccccc2o1
 : 0.6	-0.1	-4	1	-2	-4.9	.	0.0	1
O=C(Nc1ccccc1N1CCCCC1)c1ccccc1F
 : -1.5	1.7	7	-5	1	-1.2	-6.7	-1.1	-2
COc1ccc(N=C2C(=Nc3ccc(OC)cc3)N(c3ccc(OC)cc3)C(=S)N2C(=O)c2ccc(OC)cc2)cc1
 : -0.2	-0.6	-8	1	-1	-4.4	.	-0.4	-13
O=[N+]([O-])c1cc(-c2ncccn2)cs1
 : -1.7	-1.2	0	-7	1	-0.4	.	0.2	0
Cc1cc(C)cc(OCc2nnc(SCC(=O)N3CCN(c4ccccc4)CC3)o2)c1
 : -0.4	-1.0	8	-20	0	0.5	-0.5	-1.1	-4
COc1cc2c3c([nH]c2cc1F)C(=O)NCC3
 : 3.7	0.5	-4	4	102*	-4.7	-1.2	-0.2	-2
CC(C)C1C(=O)N(Cc2cn(CC3CCCCC3)nn2)CCS(=O)(=O)N1Cc1ccc(-c2ccccc2)cc1 (stereo unspecified)
 : .	.	11	-6	5	-0.2	.	-0.1	2
CCC(=O)Nc1ccc(-c2nnc(SCC(=O)Nc3nccs3)n2C)cc1
 : 1.0	5.8	-4	11	1	-1.7	.	5.8	-3
O=c1[nH]c(=O)c2cn[nH]c2[nH]1
 : -1.8	-1.4	2	-10	0	-4.4	-0.9	-0.7	-2
C/C(CC(=O)Nc1ccccc1C(F)(F)F)=N\NC(=O)c1cnccn1
 : -1.1	-0.5	0	3	-2	-2.1	2.9	0.4	3
O=C1NC[C@H](Cc2ccccc2)N(CC2CCN(CCCCc3ccccc3)CC2)C1=O
 : .	-0.8	8	5	-2	-1.3	-0.8	-0.6	0
CCOC(=O)c1ccc(CC2SC(N)=NC2=O)cc1 (stereo unspecified)
 : 3.5	-1.3	-9	-7	-2	-3.8	-1.2	-1.3	-14
CCc1cc(=O)oc2cc(C)cc(OCc3nn[nH]n3)c12
 : 0.6	0.0	9	1	119*	-0.9	-2.0	-0.3	-2
COc1cc(OC)cc(C(=O)N[C@H](C(=O)Nc2nc(-c3ccc(OC)c(OC)c3)cs2)C(C)C)c1
 : 0.5	-0.5	-4	-3	-2	-8.3	0.5	0.4	-10
Cc1cccc2c(SCC(=O)NCC3CCCO3)nc(-c3ccc(F)cc3)nc12 (stereo unspecified)
 : 1.0	-0.4	3	-4	3	-1.4	-0.5	-0.5	-1
COc1ccccc1/C=C/C(=O)Nc1nc(N)n(-c2ccccc2)n1
 : 3.6	1.9	14	?	0	0.5	.	?	18
Cc1ccc(NC(=O)CCC(=O)N2CCOCC2)nc1
 : 1.8	-0.6	10	.	1	-0.5	-0.8	.	.
COc1ccc(/C=N/NC(=O)C(=O)/C=C2\NC3(CCCC3)Cc3ccccc32)cc1
 : 0.0	0.4	9	0	6	-2.3	.	-1.0	-3
O=C(CSc1ncnc2ccccc12)NCCCO
 : -1.7	1.5	5	12	3	-1.9	.	-0.2	0
CN1CCN(C(c2ccc(Cl)cc2)c2cc(Cl)c3cccnc3c2O)CC1 (stereo unspecified)
 : -2.5	1.4	2	-13	1	-6.7	-0.4	0.7	-4

# Full records from above. Order of screens: Mtb UGM inh | PfHsp40 yeast | GDH-TPI counter | BoNT-F LC inh | FBA Mtb inh | FadD28 binding | Mtb BioA inh | BoNT A protease | Anthrax LF inh2
# Cc1ccc(NC(=O)CCC(=O)N2CCOCC2)nc1 across the screens: 1.8 | -0.6 | 10 | . | 1 | -0.5 | -0.8 | . | .
# CN1CCN(C(c2ccc(Cl)cc2)c2cc(Cl)c3cccnc3c2O)CC1 (stereo unspecified) across the screens: -2.5 | 1.4 | 2 | -13 | 1 | -6.7 | -0.4 | 0.7 | -4
# COc1ccc(/C=N/NC(=O)C(=O)/C=C2\NC3(CCCC3)Cc3ccccc32)cc1 across the screens: 0.0 | 0.4 | 9 | 0 | 6 | -2.3 | . | -1.0 | -3

# (listing goes on)
# Every second line gives: Mtb UGM inh	PfHsp40 yeast	GDH-TPI counter	BoNT-F LC inh	FBA Mtb inh	FadD28 binding	Mtb BioA inh	BoNT A protease	Anthrax LF inh2
Cc1nc(C(=O)N2CCCC(N3CCN(c4ccc(F)cc4)CC3)C2)cs1 (stereo unspecified)
 : .	.	6	-9	5	2.4	-0.4	0.0	-1
COc1cccc(C(NC(C)=O)c2nc(-c3ccc(F)cc3OC)cs2)c1 (stereo unspecified)
 : .	.	-2	-6	1	-3.5	-0.5	-0.3	-8
CC(C)C(OC(=O)c1cccs1)C(=O)NCc1ccc2c(c1)OCO2 (stereo unspecified)
 : 3.4	0.0	-2	0	3	-0.4	-1.2	0.0	2
Cc1ccc2c(NC(=S)NC(=O)c3ccccc3)cccc2n1
 : -3.0	1.2	16	-2	-3	-1.0	1.8	-0.4	2
O=C(CSc1nnc2scc(-c3ccccc3)n12)NCc1ccc2c(c1)OCO2
 : -1.6	2.0	3	-2	2	-2.8	2.8	-0.2	1
Cc1ccc(NC(=O)C2CC(O)CN2C(=O)Oc2ccccc2)c(C)c1 (stereo unspecified)
 : 0.0	-1.4	0	-5	-3	-0.1	-1.3	-1.4	3
CC1CCCC(C)N1CCOc1cc(N)ccc1C#N (stereo unspecified)
 : .	0.5	6	-2	0	-1.5	1.2	0.2	-5
Fc1cccc(Cl)c1Cn1nnc(-c2ccc3c(c2)OCO3)n1
 : 0.7	8.2	15	-18	0	-3.0	-1.9	-0.7	-1
Cc1ccc(-n2c(-c3ccc(Cl)cc3)c[n+]3c2CCC3)cc1
 : -2.7	1.0	12	.	-1	-0.5	.	.	.
Cc1c(C=O)c2ccccc2n1CC(=O)O
 : -0.3	-1.0	1	-3	0	-1.9	.	-0.3	0
CCOC(=O)CSc1nc(C)cc2c1C(=O)OC2
 : 0.1	0.8	-4	2	-3	-5.1	2.5	0.6	0
O=C1CC(c2ccccc2)c2cccc(F)c21 (stereo unspecified)
 : 0.3	39*	-2	6	-2	-3.1	7.2	-2.0	-11
Cc1cc(N/C=C\c2nnnn2-c2ccccc2)no1
 : -2.2	-0.5	1	-1	-3	-1.2	-0.5	0.5	-4
CCC(CC)CN1CCN=C1Nc1ccccc1
 : 3.3	-0.9	7	-5	3	-0.1	0.9	-0.7	-10
COc1ccc(C(=O)OCC(=O)c2ccc(F)cc2)cc1OC
 : -0.2	0.0	-4	-4	-1	-5.0	0.6	-0.4	-2
CC(C(=O)NCCN1C(=O)S/C(=C\c2cccs2)C1=O)N1C(=O)c2ccccc2C1=O (stereo unspecified)
 : 0.9	-1.1	15	-4	-2	-0.7	.	0.8	1
Cc1ccc(CNC(=O)Cn2cnc(C(=O)Nc3ccc(C)c(C)c3)n2)o1
 : .	-0.2	4	-2	-1	-4.0	0.7	-0.3	-2
CCCCC1=CC2=CC(=O)C(C)(OC(=O)CC)C(=O)C2=CN1c1ccc(OC)cc1 (stereo unspecified)
 : -2.4	0.0	1	-26	-4	-2.5	0.8	3.7	7
Cc1ccc(CSCc2ccc(C(=O)NCCC(C)C)o2)cc1
 : -0.1	3.5	-5	13	2	-1.6	-0.7	1.0	-17
C=CCn1cc(C(=O)N2CCN(C)CC2)c(=O)c2cc(S(=O)(=O)N3CCCC3)ccc21
 : 2.3	-0.5	6	-1	0	-3.9	-0.5	0.3	3
COC(=O)c1cc(OC)c(OC)cc1NC(=O)c1cccc(C)c1
 : 2.3	-0.1	6	-11	4	-0.9	.	0.1	2
CN1C(=O)C(CC(=O)O)S/C1=N\N=C\c1ccc(O)cc1O (stereo unspecified)
 : 3.1	0.4	52*	-1	-1	-0.2	-2.1	0.1	-5
Oc1ccc(Cl)cc1CNCc1cccc2ccccc12
 : 1.2	1.7	0	-12	0	-5.0	-1.7	-0.5	-6
OC(CNCCN1CCNCC1)Cc1ccccc1 (stereo unspecified)
 : .	-0.9	4	-16	1	-0.5	-0.6	0.0	-5
CCOc1ccc(OCCOC(=O)CN2C(=O)NC3(CCCC3)C2=O)cc1
 : -1.7	-1.8	-9	6	0	-3.2	0.8	0.5	-3
S=c1[nH]nc(-c2ccccn2)n1/N=C/c1ccc(Br)s1
 : 1.7	0.9	13	-6	5	2.2	.	-0.8	0
COc1ccc(C2C(C(=O)c3sc(C)nc3C)=C(O)C(=O)N2CCN(C)C)cc1OC (stereo unspecified)
 : 0.6	-1.3	3	4	-2	-2.2	-0.6	0.2	1
CN(c1cccc(NC(=O)c2ccccc2N(C)S(=O)(=O)c2ccccc2)c1)S(C)(=O)=O
 : -0.5	-1.1	11	-2	0	-4.3	.	-0.1	0
O=[N+]([O-])c1ccccc1S(=O)(=O)Nc1ccn(Cc2c(F)cccc2Cl)n1
 : 0.8	1.1	1	-7	0	-0.2	-0.9	0.1	3
O=C(NC1CC1)C1CC(=O)N(c2cccc(Cl)c2Cl)C1 (stereo unspecified)
 : -2.8	0.0	3	-7	6	-0.2	-1.8	-7.0	-2
Cc1onc(-c2ccccc2)c1NC(=O)N(CCC#N)Cc1ccccc1
 : -2.6	2.4	0	7	1	-1.0	9.5	-0.1	0
C=CC#CC[N+]1(CC#Cc2ccccc2)CCOCC1
 : .	-0.7	9	-23	2	2.0	.	3.4	2
COc1ccc(CN(C(C)=O)c2cccc(C)c2C)cc1
 : 0.7	-0.3	-3	-5	-2	-3.6	1.9	-0.8	-7
CN1/C(=C\C(=O)c2cccc(S(=O)(=O)N3CCCCC3)c2)C(C)(C)c2ccccc21
 : -1.4	0.9	3	1	3	-3.0	-0.5	4.0	1
COC(=O)c1cc(OC)c(OC)cc1NC(=O)c1ccc(OC)cc1
 : 2.3	0.5	2	-8	3	0.5	-1.4	-0.5	0
CC1(C(=O)NCc2ccccc2Br)CCN1C(=O)Cc1ccc(-c2ccccc2)cc1 (stereo unspecified)
 : .	.	10	-4	-3	-13	-0.9	-0.2	-3
CC(C)CCN1CC(C(=O)N2CCN(c3ccc(F)cc3)CC2)CC1=O (stereo unspecified)
 : -4.0	-1.6	-4	-4	4	-2.5	3.7	0.8	2
Cc1nc(NC(=O)c2cccnc2Cl)sc1C
 : -4.0	-0.1	-4	-8	-6	-7.1	.	-0.6	-3
CCOC(=O)c1cc2sccc2n1CC(=O)OC
 : -0.6	-0.1	-6	10	-13	-4.7	1.1	1.7	4
COc1ccc(Cn2c(=O)[nH]c3cc(C(=O)N4CCN(c5ccccn5)CC4)ccc3c2=O)cc1
 : 1.1	0.6	5	-3	-1	-1.2	1.7	1.4	6
CCSC1=NSC2=NC(=O)/C(=C\c3coc4ccccc4c3=O)C(=N)N12
 : -18	-0.5	-1	-2	10	3.9	.	3.6	3
CN(c1ccccc1C(=O)N1CCN(c2ccccc2)CC1)S(C)(=O)=O
 : 2.9	0.2	-2	1	3	-0.4	0.5	-0.3	0
COC(=O)[C@H](CCSC)NC(=O)Cn1cnc2c(OCc3ccccc3)ncnc21
 : -3.9	0.2	-5	-7	3	1.2	-0.9	-0.3	8
COc1ccc2nc(NC(=O)c3ccc(Br)s3)sc2c1
 : -0.4	-0.3	33*	0	7	1.1	-14	0.5	2
Cc1ccccc1NC(=S)Nc1ccc(Br)cc1
 : -1.1	-0.5	7	29	6	4.8	.	2.6	1

# Screening results deposited in PubChem by several laboratories.
